Compound activity (PubChem BioAssay)
DDE Tn6 FP inh: inhibitors of Tn6 peptide binding to human fibrin DD(E) | Fibrin DD(E) TRITC-Tn6 fluorescence polarization displacement | 0.21% of 370,000 active | AID 720509 | P02675 | inhibition, % at 8.3 µM;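 active = inhibition above a per-campaign cutoff: mean of compounds within control limits plus 3 SD, cut at about 15% in these data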;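 also: 0% = median of all compound wells on the plate and 100% = blocking peptide control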
Target sequence (P02675 whole entry, looked up): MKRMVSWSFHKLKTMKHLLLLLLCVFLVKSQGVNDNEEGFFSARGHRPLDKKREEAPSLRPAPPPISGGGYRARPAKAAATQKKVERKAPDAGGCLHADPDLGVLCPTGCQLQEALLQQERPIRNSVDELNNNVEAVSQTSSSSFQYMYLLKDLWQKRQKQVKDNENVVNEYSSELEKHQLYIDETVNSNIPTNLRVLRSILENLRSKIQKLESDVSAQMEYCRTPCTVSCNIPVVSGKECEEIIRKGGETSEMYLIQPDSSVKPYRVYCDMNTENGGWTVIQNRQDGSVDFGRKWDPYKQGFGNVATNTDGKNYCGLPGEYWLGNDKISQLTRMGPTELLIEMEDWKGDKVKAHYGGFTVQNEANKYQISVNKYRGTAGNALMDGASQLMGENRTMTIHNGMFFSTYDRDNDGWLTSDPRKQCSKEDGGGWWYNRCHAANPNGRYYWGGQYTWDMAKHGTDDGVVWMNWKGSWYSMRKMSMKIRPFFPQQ
proKLK7 act: proKLK7 (human) activation, primary screen | activation, % at 7 µM | 0.9% of 370,000 active | purified proKLK7, EDANS-DABCYL substrate fluorescence; 100% is mature enzyme control, 0% vehicle | P49862;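 active = activation above the mean of all tested compounds plus 3 SD, computed per campaign excluding outliers beyond control limits, cut at about 13% in these data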
ASAP1 GAP inh: inhibitors of human ASAP1 ArfGAP activity. inhibition, % at 16.5 µM. 0.19% of 360,000 active. Q9ULH1. ASAP1-stimulated ARF1 GTP hydrolysis, GDP FP detection. AID 624377; in the data active = inhibition above about 25%;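 also: 0% = vehicle with enzyme and substrate and 100% = no enzyme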
Target sequence (Q9ULH1 325-724 limits assumed): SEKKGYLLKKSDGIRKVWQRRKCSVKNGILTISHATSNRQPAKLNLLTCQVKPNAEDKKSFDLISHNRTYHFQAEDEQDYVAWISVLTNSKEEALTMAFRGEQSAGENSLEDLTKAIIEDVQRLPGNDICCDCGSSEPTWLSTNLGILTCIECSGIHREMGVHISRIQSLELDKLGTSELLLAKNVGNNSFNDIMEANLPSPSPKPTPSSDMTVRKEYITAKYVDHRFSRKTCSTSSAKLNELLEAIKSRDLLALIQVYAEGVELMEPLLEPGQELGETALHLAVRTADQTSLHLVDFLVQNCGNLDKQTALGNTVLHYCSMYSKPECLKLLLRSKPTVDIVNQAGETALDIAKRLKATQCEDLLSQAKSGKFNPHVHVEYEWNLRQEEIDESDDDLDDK
TDP2 absorb: blocks human TDP2 phosphodiesterase activity; recombinant TDP2, T5PNP hydrolysis, p-nitrophenol absorbance 415 nm; inhibition, % at 12.8 µM; 0.34% of 370,000 active; O95551;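 active = inhibition above the mean of all tested compounds plus 3 SD, set per campaign, cut at about 25% in these data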;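 also: 0% = DMSO with enzyme and 100% = buffer with substrate but no TDP2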
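Evaluation: % inhibition relative to enzyme-containing and enzyme-free wells. Material: recombinant human TDP2. Benchmarks: enzyme-free and DMSO wells. Timing: enzyme reaction with compound for 2 h at 37 °C. Compound dosing: 12.8 µM only. Measured by: p-Nitrophenol epi absorbance. Reagent: T5PNP substrate at 5 mM, a TopII-DNA adduct mimic. Replication: single well per compound.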
ADAM17 inh: inhibitors of human ADAM17 | P78536 | recombinant ADAM17, EDANS/DABCYL FRET peptide cleavage | inhibition, % at 6.95 µM | 0.83% of 370,000 active;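 active = inhibition above the mean of compounds lying between control limits plus 3 SD, set per campaign, cut at about 8.5% in these data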;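 also: 0% = DMSO-only wells as the low control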
ARFGAP1 inhibitor: inhibits rat ARF GTPase activating protein 1 | 0.26% of 360,000 active | Q62848 | Arfgap1-stimulated ARF1 GTP hydrolysis, GDP FP detection | inhibition, % at 16.5 µM;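 active = inhibition above a per-plate limit, mean inhibition of low control wells plus 3 SD, cut at about 25% in these data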;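 also: 0% = DMSO wells with enzyme and 100% = wells lacking Arfgap1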
Target sequence (Q62848 1-136 limits assumed): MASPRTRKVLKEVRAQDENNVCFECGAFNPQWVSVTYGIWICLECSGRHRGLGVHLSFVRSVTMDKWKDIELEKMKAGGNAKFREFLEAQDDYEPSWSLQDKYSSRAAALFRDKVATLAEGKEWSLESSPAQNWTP
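Material – truncated rat Arfgap1 GAP domain · Buffer or medium – HEPES-based buffer, pH 7.5 · Reagent – human ARF1(Δ1-17)-GTP substrate · Dosing – 16.5 µM single point, 1.26% DMSO · Schedule – GTP hydrolysis reaction 2 h at 25 °C · Technique – GDP detection by fluorescence polarization · Benchmarks – No-Arfgap1 wells (100%) versus DMSO full-reaction wells (0%) · Repeats – single replicate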
LEDGF integ inh: blocks HIV-1 LEDGF/p75-dependent DNA integration; TR-FRET IN-LEDGF/p75 DNA integration, Eu/Cy5; inhibition, % at 3.7 µM; 0.64% of 370,000 active; AID 743269;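 active = inhibition above the screen-wide mean plus 3 SD, cut at about 13% in these data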;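 also: signal is the Cy5 over europium emission ratio at 671 and 618 nm; 0% = plate median of compound wells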
ADAM10 inh: ADAM10 inhibition, QFRET primary screen; recombinant ADAM10, EDANS/DABCYL FRET peptide cleavage, 3 h; O14672; 0.62% of 370,000 active; inhibition, % at 7 µM; AID 720582;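 active = inhibition above a per-campaign cutoff equal to the mean of compounds falling between control-based bounds plus 3 SD, cut at about 20% in these data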;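 also: 0% = DMSO wells while the 100% control is not disclosed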
Tn7 DDE FP: DD(E)-Tn7 binding inhibition, primary FP screen | AID 720508 | 0.13% of 370,000 active | FP displacement of FITC-Tn7 peptide from fibrin DD(E); 0% = median of compound wells per plate | inhibition, % at 8.3 µM;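 active = inhibition above the mean of compounds falling within the control limits plus 3 SD of them, cut at about 14% in these data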;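 also: 0% = plate median of compound wells and 100% = 10 µM Aha-Tn7 peptide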
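Measure: % inhibition scaled between sample-field median and high-control FP; Test system: human fibrin DD(E); Quantity: 2 µM final DD(E) protein; Doses: one dose, 8.3 µM nominal; Schedule: compound with protein 10 min, then 3 h after probe, room temperature; Detection: fluorescence polarization; Medium: Tris buffer with calcium and detergent, pH 7.8.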
PLCg1 inh: inhibitors of human phospholipase C gamma1. P19174. purified PLC-gamma1, fluorogenic substrate, fluorescence. inhibition, % at 12.2 µM. 0.84% of 370,000 active. AID 720700; in the data active = inhibition above about 9.5%
Active calls of the source: *. No enrichment for hits. Share with any hit: about 4.2%.

SMILES | DDE Tn6 FP inh | proKLK7 act | ASAP1 GAP inh | TDP2 absorb | ADAM17 inh | ARFGAP1 inhibitor | LEDGF integ inh | ADAM10 inh | Tn7 DDE FP | PLCg1 inh
COc1ccc(C(C)=O)cc1COC(=O)c1cccnc1Cl | 0 | 0.0 | 1 | -2 | 0 | -4 | 4 | 4 | -12 | 3
CC(C)(Oc1ccc(Cl)cc1)C(=O)N1CCN(c2ccccn2)CC1 | -9 | -0.1 | -4 | 1 | -1 | 4 | 0 | -10 | 8 | 0
COc1cc(/C=C/C(=O)OCC(=O)NC(C)c2ccccc2)cc(OC)c1OC (configuration not stated) | -4 | 0.9 | -4 | -9 | -29 | 10 | -1 | -108 | 5 | -53
COc1ccc(N2CCN(C(=O)c3cc(-c4cccs4)nc4ccccc34)CC2)cc1 | 0 | 1.1 | 7 | -2 | -18 | 2 | 4 | -91 | -3 | -23
CNC(=O)Nc1cc(NC(=O)NC)cc(C(F)(F)F)c1 | 4 | 0.5 | 0 | -3 | -7 | 4 | -1 | -4 | 3 | -1
CCOc1ccc(CCN2C(=S)N([C@@H](CC(C)C)CN3CCCC3CN3C(=S)NC[C@@H]3Cc3ccccc3)C[C@@H]2CC(C)C)cc1 (some centres not stated) | 1 | 0.1 | 7 | -1 | -3 | 16 | 0 | -10 | -2 | 4
O=S(=O)(Cc1ccccc1)N1CCN(Cc2c(F)cccc2Cl)CC1 | 5 | 0.2 | -1 | -2 | -2 | 0 | 1 | -2 | 8 | 1
Cc1nnc(Nc2ccc(Cl)c(C(F)(F)F)c2)[nH]c1=O | -4 | -0.2 | -20 | -1 | -5 | 2 | -3 | 5 | 9 | 3
Cc1ccc(CN2CCC(n3nccc3NC(=O)C3CCOC3)CC2)cc1 (configuration not stated) | -3 | 0.7 | 3 | -14 | 2 | 3 | 3 | 9 | -2 | 4
COc1ccccc1OCCOCCN1CCCC1 | -5 | 0.1 | 13 | 6 | -4 | 5 | 0 | -1 | -4 | -1
CC1Cc2ccccc2N1CC(=O)NC(=O)NC1CCCC1 (configuration not stated) | 0 | -0.1 | 5 | 2 | -5 | 4 | -1 | 2 | 0 | 0
O=S(=O)(c1ccc2c(c1)OCCO2)N1CCC(n2cnc3cc(F)ccc32)CC1 | -3 | 0.3 | 12 | 8 | 1 | 8 | 1 | -3 | 7 | 1
Cc1cccc(NS(=O)(=O)c2ccc(C)c(C(=O)N3CCN(C(=O)c4ccco4)CC3)c2)c1 | -1 | -0.8 | 0 | -3 | -3 | -2 | 1 | -6 | 0 | 0
CC(=O)N(Cc1ccccc1)Cc1cn(CCC#N)nc1-c1cccc([N+](=O)[O-])c1 | -7 | 0.3 | 20 | -5 | -5 | 0 | 0 | -7 | -1 | 1
COc1cc(C(=O)N2CCN(C(=O)C(Cc3cc(C)ccc3C)NC(C)=O)CC2)cc(OC)c1OC (configuration not stated) | 1 | -0.2 | 1 | 4 | -3 | 10 | 1 | 1 | -6 | -2
CNC(=O)c1c(C)nn(-c2ccc(F)c(Cl)c2)c1-c1cc(C)on1 | 6 | 0.3 | -2 | -1 | -4 | 9 | -1 | 0 | 3 | -5
COc1cc(C2N(c3ccc(F)cc3)C(=O)C3CCCN32)cc(OC)c1OC (configuration not stated) | 2 | 0.0 | -2 | 7 | -5 | 6 | 0 | -13 | 5 | -5
COc1ccc(NC(=S)NNC(=O)Cn2nc([N+](=O)[O-])cc2C)cc1 | 7 | 0.5 | -1 | 4 | -4 | 6 | 1 | -6 | 1 | -1
COc1ccc(N)cc1NC(=O)CN1CCCC1 | -2 | 0.0 | -15 | 11 | -4 | 2 | -1 | 3 | 10 | -1
C=CCNC(=O)c1cc(-c2cccnc2)nc2ccccc12 | -2 | 0.2 | -15 | -5 | -2 | -5 | 2 | 7 | 3 | 5
O=c1[nH]c(SCc2ccccc2Cl)nc2c1cnn2-c1ccccc1 | 2 | 0.1 | 1 | -16 | 5 | -3 | 3 | 11 | -1 | 5
C=CCN(c1ccc(OC)cc1)S(=O)(=O)c1ccc(Cl)c(C(=O)OCC(=O)c2c(N)n(C)c(=O)n(C)c2=O)c1 | -4 | 0.4 | -1 | -7 | 3 | 16 | -1 | 7 | -3 | 3
CC(=NNC(=S)Nc1ccccc1)c1ccccn1 | -10 | -0.9 | 3 | -5 | 13* | -6 | 0 | 26* | 3 | 6
COc1ccc(S(=O)(=O)Nc2ncccn2)cc1 | -1 | -0.1 | 9 | 6 | -3 | 1 | -2 | -5 | -11 | -3
COc1ccc(/C=C/C(=O)NCCSCc2ccco2)cc1OC | 2 | 0.6 | -2 | 9 | -10 | 11 | 2 | -37 | -3 | -14

The list goes on, overlapping the part above by 4 compounds.
SMILES | DDE Tn6 FP inh | proKLK7 act | ASAP1 GAP inh | TDP2 absorb | ADAM17 inh | ARFGAP1 inhibitor | LEDGF integ inh | ADAM10 inh | Tn7 DDE FP | PLCg1 inh
C=CCN(c1ccc(OC)cc1)S(=O)(=O)c1ccc(Cl)c(C(=O)OCC(=O)c2c(N)n(C)c(=O)n(C)c2=O)c1 | -4 | 0.4 | -1 | -7 | 3 | 16 | -1 | 7 | -3 | 3
CC(=NNC(=S)Nc1ccccc1)c1ccccn1 | -10 | -0.9 | 3 | -5 | 13* | -6 | 0 | 26* | 3 | 6
COc1ccc(S(=O)(=O)Nc2ncccn2)cc1 | -1 | -0.1 | 9 | 6 | -3 | 1 | -2 | -5 | -11 | -3
COc1ccc(/C=C/C(=O)NCCSCc2ccco2)cc1OC | 2 | 0.6 | -2 | 9 | -10 | 11 | 2 | -37 | -3 | -14
O=C(COc1ccc(F)cc1Cl)Nc1ccc(S(=O)(=O)Nc2nccs2)cc1 | -1 | 0.3 | 13 | -6 | 2 | 0 | 4 | 4 | -3 | -2
N/N=C(\c1ccccc1)c1cc(Cl)ccc1N | 4 | 0.0 | 2 | -1 | 3 | -4 | -3 | 3 | 6 | -3
CC(=O)c1cccc(NC(=O)C(C)OC(=O)Cc2c[nH]c3ccccc23)c1 (configuration not stated) | 5 | -0.2 | -2 | 5 | 3 | -8 | 0 | 4 | -4 | 0
CC(C)CCNC(=O)C(=O)Nc1ccc2c(c1)N(S(=O)(=O)c1cccs1)CCC2 | 7 | 0.2 | 15 | 0 | 6 | 5 | -3 | 3 | 6 | 2
COC(=O)c1ccc(SC)cn1 | -6 | 0.1 | -4 | 2 | -6 | 16 | -1 | -6 | 1 | -1
CCCn1c(C(O)c2ccc(C)cc2)nc2ccccc21 (configuration not stated) | 2 | 0.5 | -9 | -7 | 2 | -12 | 4 | 1 | -5 | 5
CC1(C)Oc2ccc3ccc(=O)oc3c2C(/C=N/O)C1=O (configuration not stated) | -7 | 27* | 10 | -1 | -24 | -9 | 2 | -86 | -11 | -12
CCCCC(=O)NC1=NC(=O)C(C)(C)S1 | 1 | 0.7 | -6 | 0 | -4 | -11 | -3 | 6 | 4 | 0
O=C(Nc1nccs1)C1Cc2ccccc2CN1S(=O)(=O)c1ccc(F)cc1 (configuration not stated) | -4 | 0.1 | 5 | -1 | 1 | 3 | -2 | 3 | 2 | 1
CC1Cc2ccccc2N1C(=O)c1ccc2c(c1)nnn2C (configuration not stated) | -7 | 0.3 | 2 | 0 | -2 | 2 | 2 | -3 | -3 | -1
Cc1ccc(NC(=O)c2c(-c3ccccc3)noc2C)nc1 | 6 | -0.1 | -1 | -12 | -2 | -6 | -3 | -4 | 2 | -3
O=c1cc(CSc2ccc(Cl)cc2)nc(-c2ccncc2)[nH]1 | -4 | 0.3 | 4 | -6 | 0 | -8 | 7 | 1 | 1 | 3
COc1ccc2[nH]c3c(c2c1)CCN1C(=O)C(CC(=O)NCCCn2ccnc2)C[C@H](C(=O)N2CCCCC2)[C@@]31CCc1ccccc1 (some centres not stated) | 1 | 0.9 | -3 | -9 | -1 | 1 | -5 | -3 | -1 | -2
O=c1[nH]nnc2c1sc1nc(N3CCOCC3)c3c(c12)CCCC3 | 5 | -0.8 | 10 | 13 | -4 | -9 | 3 | -10 | -3 | -2
CC1(C(=O)NS(=O)(=O)c2cccc(Cl)c2)CCN1C(=O)C1(c2ccc(Cl)cc2)CCC1 (configuration not stated) | 3 | -0.1 | -10 | -11 | 1 | 9 | 7 | -1 | -4 | -2
CCOC(=O)C1C(C(=O)OC)=C(C(=O)OC)c2ccccc2N1S(=O)(=O)C(F)(F)F (configuration not stated) | -8 | 1.1 | 6 | -1 | -1 | 10 | 4 | -13 | 4 | 1
CCOC(=O)c1ccccc1NC(=O)COC(=O)CCNS(=O)(=O)c1cccs1 | -7 | 0.4 | -1 | -15 | 1 | 13 | 2 | 2 | -15 | 5
CCOC(=O)C[C@H]1c2cc(F)ccc2S(=O)(=O)N1C1CCCCC1 | -1 | -0.6 | 6 | -7 | -2 | 4 | -5 | -2 | -1 | 3
CCN1CCN(CCCNC(=O)C2CCCN(c3nc4c(C)cc(C)cc4s3)C2)CC1 (configuration not stated) | -1 | -0.1 | -9 | 0 | -1 | 15 | 5 | -3 | 7 | 0
O=C(Nc1cccc2ccccc12)N1CCN(c2ccccc2)CC1 | 9 | -5.4 | 6 | -3 | -21 | 5 | -3 | -47 | -1 | -30
COc1ccc(C2CC(c3ccccc3)Nc3nc(NC(=O)c4cccs4)nn32)cc1 (configuration not stated) | -3 | 0.2 | -13 | -1 | -8 | 3 | 1 | -1 | 0 | 1
O=C1CC(N(CCc2ccccc2)C(=S)Nc2ccccc2)C(=O)N1c1ccc(F)cc1 (configuration not stated) | 1 | 1.1 | 4 | -1 | -2 | 2 | 0 | 2 | 2 | 4
COc1ccc2nc(NC(=O)c3sc4nc(C)cc(C)c4c3N)sc2c1 | 0 | 0.0 | 8 | 8 | -17 | -4 | 2 | -37 | 2 | -74
C=CCNC(=S)N1CCC(Cc2ccccc2)CC1 | 5 | -0.2 | -10 | 7 | -2 | -8 | 1 | 7 | 0 | -1
CC1(C)Oc2ccc(C(=O)NC3CCCC3)cc2N(CC(=O)NC2CCCC2)C1=O | -8 | -0.3 | -5 | -5 | -8 | 7 | -3 | -1 | -2 | 1
O=C(NNC(=O)C1[C@H]2CCCC[C@@H]12)NC1CCCCC1 (some centres not stated) | -8 | -0.1 | 0 | -10 | -1 | -5 | 2 | 15 | 6 | 1
CCN(CCCNC(=O)CCc1nc(-c2ccc(C)cc2)no1)c1cccc(C)c1 | -5 | 0.4 | 7 | -11 | 1 | -2 | -2 | 9 | 1 | 1
